# T cell modulator = T cell immune modulation candidate; 2C CD8+ T cell-vesicle binding, flow cytometry; stronger effect = lower value; calls only at 7 µM; actives 0.068% (n = 330,000);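 active = response, share of CD8 T cells binding vesicles, and their 90th percentile fluorescence all below set limits, cut at about 80% in these data, passing the limit was not always enough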
#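 Benchmarks: naked versus QL9-loaded vesicles / Assay system: purified 2C TCR transgenic mouse naive CD8+ T cells / Technique: high-throughput flow cytometry with anti-B7-1 and anti-CD8 staining / Timing: Cell–vesicle co-incubation 1.5 h at 37 °C, staining 20 min on ice / Read-out: percent CD8+ FL2 mean versus row control / Probe or stimulus: QL9-loaded Drosophila micro-vesicles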
# UTI89 phage lysis = inhibition of K1F phage lysis, E. coli UTI89, bacterial capsule biogenesis inhibitors, alamar blue (AID 488966). actives 0.02% (n = 340,000). one-dose inhibition, % at 100 µM; IC50 in µM for titrated hits. E. coli UTI89 K1F phage lysis, alamar blue, 2 h; higher % means a stronger effect;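 active = phage lysis inhibition, versus mean bacterial control, above a set limit; inconclusive = no clear call, values can overlap the other calls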;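 note: capsule biogenesis inhibitors block K1F phage lysis so surviving cells raise fluorescence; higher fluorescence means more inhibition of phage lysis; actives were called in the ten point dose series up to 300 µM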
# West Nile antiviral = inhibition of WNV-induced cytopathic effect – cell-based, CPE readout (AID 1621) | West Nile virus-infected cells, CPE inhibition; higher % means a stronger effect | actives 0.02% (n = 290,000) | CPE inhibition, % at 10 µM, or IC50 in µM where a hit was titrated; in the data active = a potency from the dose series; inconclusive = CPE inhibition mostly from about 3.7% at the one dose, without a potency; inactive = the rest, 99 in 100 with CPE inhibition below about 2.2%; note: strong numbers were not always called active
# PMI inhibition = MPI inhibition at elevated mannose 6-phosphate – biochemical, fluorescence intensity, high mannose 6-phosphate, primary screen (AID 1220); recombinant PMI enzyme, coupled fluorescence intensity; higher % means a stronger effect; inhibition, % at 20 µM; hits with a dose series show IC50 in µM; actives 0.66% (n = 190,000)
# human PMI inhibition = inhibitors of human PMI, primary screen, biochemical, fluorescence intensity, coupled assay (AID 1209) | purified PMI enzyme, coupled fluorescence intensity; higher % means a stronger effect | inhibition, % at 20 µM; hits with a dose series show IC50 in µM | actives 0.42% (n = 190,000);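 note: plate controls were DMSO vehicle for no effect and wells lacking substrate for full effect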
# P. falciparum M17LAP = P. falciparum M17LAP inhibitors, primary screen, biochemical, fluorogenic H-Leu-NHMec substrate, 1536-well (AID 1619); recombinant M17LAP, H-Leu-NHMec fluorogenic kinetic assay; higher % means a stronger effect; inhibition, % at 30 µM; hits with a dose series show IC50 in µM; actives 0.38% (n = 220,000);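 active = compound inhibiting the enzyme by more than half at any dose during confirmatory dose-response retesting; inconclusive = strong single-dose inhibitors picked by rank but not retested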;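 note: plate controls were full reaction with DMSO carrier for no effect and no enzyme background for full effect; strong numbers were not always called active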
# M1AAP inhibition = P. falciparum M1AAP inhibitors, biochemical, fluorogenic H-Leu-NHMec substrate, 1536-well (AID 1445). one-dose inhibition, % at 30 µM; IC50 in µM for titrated hits. recombinant M1AAP, H-Leu-NHMec fluorogenic kinetic assay; higher % means a stronger effect. actives 0.42% (n = 220,000);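 active = primary inhibition above the hit cutoff, then over 50% inhibition at one or more dose response concentrations, cut at about 23% in these data, passing the limit was not always enough; inconclusive = conflicting primary data, or primary hits not chosen for dose response; inactive = low primary inhibition, or under 50% at every dose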;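 note: plate controls were DMSO full reaction for no effect and no enzyme background for full effect; strong numbers were not always called active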
# TNAP activators = human TNAP enzyme activators, primary screen, biochemical, luminescent, no phosphate acceptor, uHTS (AID 1001) | purified TNAP, luminescent activation assay, no phosphate acceptor; higher activation fold means a stronger effect | one-dose activation fold at 20 µM; EC50 in µM for titrated hits | actives 0.03% (n = 200,000); in the data active = activation fold from about 3, or a potency from the dose series; inactive = the rest, 99 in 100 with activation fold below about 1.6; note: many of its hits are not listed in these tables
# RSV CPE inhibition = inhibition of RSV-induced cytopathic effect – HEp-2 cells, primary 10 µM value included (AID 2391); one-dose CPE inhibition, % at 10 µM; IC50 in µM for titrated hits; actives 0.13% (n = 310,000); HEp-2 cells, RSV-induced CPE inhibition; higher % means a stronger effect; in the data active = a potency from the dose series; inconclusive = CPE inhibition mostly from about 23% at the one dose, without a potency; inactive = the rest, 99 in 100 with CPE inhibition below about 21%; note: strong numbers were not always called active
# T cell modulator vesicle-bound % = further read-out of T cell modulator, marked with its call; double positive events, %; measured here: CD8+ vesicle-bound cell fraction;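 binding gate set so that unloaded-vesicle control wells show 10% double positive cells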
# * marks the source's active call; other numbers are inactive results; i = inactive; ? = inconclusive; / = not tested or not shown; + = active, no number; [ ] = dose if it differs, or a comment. Cut-off read from the data, not from the text of the source, unless noted: active = inhibition above about 50%; inactive = the rest.
mol	T cell modulator	T cell modulator vesicle-bound %	UTI89 phage lysis	West Nile antiviral	PMI inhibition	human PMI inhibition	P. falciparum M17LAP	M1AAP inhibition	TNAP activators	RSV CPE inhibition
N#CC1=C(N)Oc2cc(N)ccc2C1c1ccc(Cl)cc1 (stereo not drawn)	i	61.3	0.5%	-0.1%	/	/	/	/	/	3.2%
Cc1ccc(S(=O)(=O)N(C)CC(=O)Nc2nnc(CC(C)C)s2)cc1	i	16.5	0.1%[50 µM]	0.8%	/	/	/	/	/	1.3%
Cn1c(N)c(C(=O)/C=C/c2ccccc2)c(=O)[nH]c1=O	i	16.4	0.4%	0.4%	/	/	6.8%	7.5%	/	7.0%
CCCc1cc(=O)[nH]c(SCCOC(=O)c2ccccc2)n1	i	36.6	0.1%	0.3%	13.5%	14.1%	3.7%	-5.3%	1	3.8%
Nc1c(C(=O)Nc2cccc(F)c2)nnn1-c1ccc2c(c1)OCCO2	i	18.5	1.0%	-0.7%	/	/	/	/	/	1.6%
CCC(C)NC(=O)CCn1c(-c2ccccc2)cc(C(C)=O)c1C (stereo not drawn)	i	36.8	7.2%	-0.1%	-4.0%	-7.1%	8.0%	1.4%	1.1	0.3%
Cn1cc(P(=O)(N2CCOCC2)N2CCOCC2)cc1P(=S)(N1CCOCC1)N1CCOCC1	i	29.4	-0.2%	-0.1%	-16.7%	-15.2%	1.5%	0.5%	1	2.6%
COc1ccc(OC)c(NC(=O)CSc2nnc(-c3ccncc3)s2)c1	i	46.4	0.1%	1.2%	/	/	/	/	/	7.1%
CCc1ccc2oc(-c3ccc(OC)cc3)cc(=Nc3cccc(C(=O)O)c3)c2c1	i	48.3	-1.1%	-1.1%	17.3%	0.4%	21.5%	11.9µM*	1.1	8.0%
CCOc1cc(N2CCOCC2)c(OCC)cc1NC(=O)CN1CCc2ccccc2C1	i	11.1	-1.1%	-0.1%	40.4%	24.3%	5.7%	0.9%	1	4.3%
O=C(Nc1cccc(Cl)c1)N1CCCCCC1	i	37.6	0.8%	0.2%	/	/	/	/	/	1.7%
O=C1/C(=C/c2cccs2)Cc2ccccc21	i	47.7	5.8%	-0.4%	7.4%	13.5%	6.8%	7.0%	0.9	0.5%
O=S(=O)(Nc1cccc(Oc2ccc(Cl)cc2)n1)c1ccc(F)cc1	i	51.7	-0.2%	-0.7%	/	/	/	/	/	1.4%
Cc1cc(NC(=O)CN2CCN(C/C=C/c3ccccc3)CC2)c([N+](=O)[O-])cc1C	i	32.5	3.9%	-0.4%	13.1%	7.1%	-8.6%	1.2%	1	1.4%
O=[N+]([O-])c1ccccc1NC1CCN(Cc2ccccc2)CC1	i	38.1	1.3%	-0.5%	/	/	-4.9%	5.7%	/	/
Cc1noc(C)c1C(=O)OCC(=O)NC(=O)NC12CC3CC(CC(C3)C1)C2	i	40.4	-0.9%	0.0%	11.0%	-2.2%	-5.2%	10.5%	1	3.3%
CS(=O)(=O)N1CCc2cc(C(=O)N3CCOCC3)ccc21	i	24.1	1.8%	0.2%	19.4%	15.3%	-11.1%	1.2%	1	0.2%
COc1ccc(OC(=O)/C=C/c2ccc([N+](=O)[O-])cc2)cc1	i	31.7	0.0%	-1.0%	/	/	/	/	/	-0.4%
C[N+](C)(C)CCCCCC[N+](C)(C)C	i	25.9	-1.0%	-0.3%	/	/	/	/	/	3.0%
Cc1nn(-c2ccccc2)nc1-c1nnc(-c2ccc(C(F)(F)F)cc2)o1	i	43.7	0.4%	-0.3%	/	/	-1.0%	-1.2%	/	3.6%
O=C(Nc1ccccc1)c1ccc2ccccc2n1	i	13.1	0.5%	/	-6.7%	-18.5%	21.6%	0.9%	1	6.1%
COc1ccc(-c2nnc(-c3ccccc3)o2)cc1OC	i	29.3	-0.3%	-0.4%	/	/	/	/	/	-2.1%
Cc1ccc(C(=O)NNC(=O)c2nn(-c3ccc(F)cc3)ccc2=O)cc1	i	33.9	-0.9%	0.3%	/	/	-5.6%	-0.3%	/	1.7%
Cc1ccc(/C=C2\SC(=S)N(CCCC(=O)Nc3cc(C)on3)C2=O)cc1	i	68.6	0.1%	-0.3%	/	/	/	/	/	0.7%
COc1ccc(CN2CCNC(=O)C2CC(=O)NCCCn2cccn2)c(OC)c1 (stereo not drawn)	i	63.0	0.2%	0.4%	15.8%	9.6%	-0.7%	-1.1%	1.1	1.1%
CCOC(=O)C1(Cc2ccc(OC)cc2)CCN(C(=O)CN2CCN(CC)CC2)CC1	i	55.0	0.4%	-0.4%	12.7%	15.0%	-2.9%	-0.1%	1.1	0.7%
O=C(c1ccccc1Br)N1CCN(c2ccccc2)CC1	i	40.7	2.1%	-0.2%	8.7%	7.7%	-6.5%	3.1%	1.1	0.5%
O=c1oc2ccccc2c(N2CCCCC2)c1CN1CCCCC1	i	40.8	-0.3%	-0.1%	-3.4%	-8.4%	15.2%	6.4%	1.1	1.5%
CC(C)NC(=O)NS(=O)(=O)c1cnccc1N1CCCCC1	i	58.8	0.9%	0.4%	-6.9%	-14.0%	11.2%	-0.5%	1.1	0.0%
COc1ccc(NC(=S)N(CCN2CCOCC2)Cc2ccccc2F)cc1	i	32.1	0.5%	-0.5%	0.5%	-2.9%	4.0%	6.5%	1.1	-1.2%
CCCOCC1CC2(CC(C)(c3csc(N)n3)OC2=O)C(=O)O1 (stereo not drawn)	i	39.9	0.0%	-0.1%	3.9%	0.2%	13.6%	-6.6%	1.1	0.3%
c1ccc2c(c1)ncn2-c1ncnc2sc3c(c12)CCCC3	i	23.9	-0.1%	-0.2%	9.7%	8.5%	-3.2%	-1.5%	1	2.8%
O=C(c1cccs1)N(Cc1ccco1)c1nc(-c2ccc(F)cc2)cs1	i	3.7	3.0%	0.0%	9.1%	10.5%	6.7%	2.5%	1.1	2.6%
Cc1cc(=O)[nH]c(/N=C(\N)Nc2ccc3c(c2)OCCO3)n1	i	51.6	-3.3%	0.0%	3.4%	-7.0%	11.1%	9.1%	1.3	-1.7%
COc1ccc(CCNC(=S)NCCc2ccc(OC)c(OC)c2)cc1OC	+	1.4*	/	-0.3%	/	/	1.5%	4.2%	/	-0.7%
CN(Cc1ccon1)Cc1cn(C)nc1-c1cccc(Cl)c1	i	20.3	-0.6%	-0.8%	-5.8%	-5.7%	7.2%	-3.9%	1.1	-1.7%
CCCCCC(=O)Nc1ccc2oc(-c3cccnc3)nc2c1	i	11.6	0.1%	0.0%	16.1%	18.2%	2.3%	-3.4%	1.1	4.5%
C=CCN(C(=O)c1ccccn1)C(C(=O)NCc1ccccc1)c1ccccc1F (stereo not drawn)	i	48.9	0.6%	-0.6%	12.9%	11.3%	0.0%	5.9%	1	2.2%
Cn1nc([N+](=O)[O-])nc1Sc1ccc(Cl)cc1	i	19.4	-1.7%	-0.5%	12.1%	17.8%	-7.5%	0.5%	1.1	2.8%
O=C(NNC(=O)c1ccc(Cl)cc1Cl)Nc1ccccc1	i	30.5	2.8%	-0.7%	-4.8%	9.4%	3.0%	-0.3%	1.4	1.8%

# Taken from above:
# PMI inhibition, O=C(c1cccs1)N(Cc1ccco1)c1nc(-c2ccc(F)cc2)cs1 : 9.1%
# human PMI inhibition, CCCCCC(=O)Nc1ccc2oc(-c3cccnc3)nc2c1 : 18.2%
# West Nile antiviral, COc1ccc(CCNC(=S)NCCc2ccc(OC)c(OC)c2)cc1OC : -0.3%
# T cell modulator vesicle-bound %, Cc1cc(=O)[nH]c(/N=C(\N)Nc2ccc3c(c2)OCCO3)n1 : 51.6
# T cell modulator vesicle-bound %, c1ccc2c(c1)ncn2-c1ncnc2sc3c(c12)CCCC3 : 23.9
# M1AAP inhibition, C=CCN(C(=O)c1ccccn1)C(C(=O)NCc1ccccc1)c1ccccc1F (stereo not drawn) : 5.9%
# UTI89 phage lysis, CN(Cc1ccon1)Cc1cn(C)nc1-c1cccc(Cl)c1 : -0.6%

# (continued)
mol	T cell modulator	T cell modulator vesicle-bound %	UTI89 phage lysis	West Nile antiviral	PMI inhibition	human PMI inhibition	P. falciparum M17LAP	M1AAP inhibition	TNAP activators	RSV CPE inhibition
COc1ccc(-c2cc3c(=O)n(CC(=O)NCc4ccccc4OC)ncn3n2)cc1	i	26.2	6.0%	?	/	/	/	/	/	-0.4%
Cc1ccc(Cn2ccc(=O)c(OCc3c(Cl)cccc3Cl)c2C)cc1	i	41.4	-0.5%	?	6.8%	13.4%	-6.9%	2.1%	1.1	10.0%
O=C(CN1CCN(C/C=C/c2ccccc2)CC1)NC(=O)NC1CCCCC1	i	39.9	0.4%	-0.9%	-1.6%	-0.4%	-8.3%	7.0%	1	-0.8%
COc1ccccc1OCCCC(=O)NC(C)c1ccccc1 (stereo not drawn)	i	23.9	-1.7%	0.3%	-9.1%	-4.9%	-0.3%	-4.2%	1.1	0.3%
CNC(=O)COC(=O)c1cc(-c2ccco2)nc2ccccc12	i	37.1	0.1%	0.1%	/	/	-3.5%	6.4%	/	-1.0%
COC(=O)C1=C(C)NC(=O)NC1C1CC=CCC1 (stereo not drawn)	i	3.9	0.7%	0.2%	5.3%	-1.0%	-13.8%	-2.0%	1.1	0.0%
O=S1(=O)CCOC[C@H](CC2CCCCC2)N1Cc1ccccc1Br	i	27.6	-0.9%	1.0%	/	/	/	/	/	1.2%
CCCCCNc1nc(N2CCCC2)c2c(c1C#N)CCN(C)C2	i	60.3	6.3%	0.4%	35.6%	3.8%	2.3%	5.8%	1	?

# Some of the entries so far, with two lines to a compound.
# Screens in order: T cell modulator | T cell modulator vesicle-bound % | UTI89 phage lysis | West Nile antiviral | PMI inhibition | human PMI inhibition | P. falciparum M17LAP | M1AAP inhibition | TNAP activators | RSV CPE inhibition
COC(=O)C1=C(C)NC(=O)NC1C1CC=CCC1 (stereo not drawn)
    i | 3.9 | 0.7% | 0.2% | 5.3% | -1.0% | -13.8% | -2.0% | 1.1 | 0.0%
O=S1(=O)CCOC[C@H](CC2CCCCC2)N1Cc1ccccc1Br
    i | 27.6 | -0.9% | 1.0% | / | / | / | / | / | 1.2%
CCCCCNc1nc(N2CCCC2)c2c(c1C#N)CCN(C)C2
    i | 60.3 | 6.3% | 0.4% | 35.6% | 3.8% | 2.3% | 5.8% | 1 | ?

# Bioassay records as filed in PubChem.
